HePTP inhibitor – inhibitors of human HePTP phosphatase, primary screen, biochemical, absorbance, leukemia target; Tyrosine-protein phosphatase non-receptor type 7 (Homo sapiens), P35236; recombinant HePTP phosphatase activity, OD absorbance; inhibition, % at 20 µM; 110,000 compounds, 0.64% hits; AID 521, 2006; in the data active = inhibition above about 50%;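 note: plate controls were vehicle for no effect and reference inhibitor for full effect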
Target sequence (P35236 whole entry, looked up): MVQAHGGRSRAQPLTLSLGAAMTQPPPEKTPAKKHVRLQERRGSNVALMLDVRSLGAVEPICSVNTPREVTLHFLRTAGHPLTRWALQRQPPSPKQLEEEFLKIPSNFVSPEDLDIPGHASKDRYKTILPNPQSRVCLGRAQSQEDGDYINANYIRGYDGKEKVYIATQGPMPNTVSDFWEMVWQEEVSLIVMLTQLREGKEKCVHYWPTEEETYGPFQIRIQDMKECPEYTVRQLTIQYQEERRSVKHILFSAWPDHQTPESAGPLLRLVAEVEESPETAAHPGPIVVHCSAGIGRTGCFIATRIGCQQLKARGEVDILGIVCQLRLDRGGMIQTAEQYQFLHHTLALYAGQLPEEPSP
BAP1 inh – inhibitors of BAP1 deubiquitinase, primary screen, biochemical, Ub-AMC fluorescence, kinetic. Ubiquitin carboxyl-terminal hydrolase BAP1 (Homo sapiens), Q92560. 72,000 compounds, 0.48% hits. recombinant BAP1, Ub-AMC hydrolysis fluorescence kinetic; active compounds read low. AID 436, 2006. activity remaining (% of control), % at 20 µM;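 active = activity remaining at or below 50% of control, provided the compound also passes the data quality filters; inactive = the rest, including low values that fail the filters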;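 note: 100% = DMSO wells rate and 0% = substrate alone blank rate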
Target sequence (Q92560 whole entry, looked up): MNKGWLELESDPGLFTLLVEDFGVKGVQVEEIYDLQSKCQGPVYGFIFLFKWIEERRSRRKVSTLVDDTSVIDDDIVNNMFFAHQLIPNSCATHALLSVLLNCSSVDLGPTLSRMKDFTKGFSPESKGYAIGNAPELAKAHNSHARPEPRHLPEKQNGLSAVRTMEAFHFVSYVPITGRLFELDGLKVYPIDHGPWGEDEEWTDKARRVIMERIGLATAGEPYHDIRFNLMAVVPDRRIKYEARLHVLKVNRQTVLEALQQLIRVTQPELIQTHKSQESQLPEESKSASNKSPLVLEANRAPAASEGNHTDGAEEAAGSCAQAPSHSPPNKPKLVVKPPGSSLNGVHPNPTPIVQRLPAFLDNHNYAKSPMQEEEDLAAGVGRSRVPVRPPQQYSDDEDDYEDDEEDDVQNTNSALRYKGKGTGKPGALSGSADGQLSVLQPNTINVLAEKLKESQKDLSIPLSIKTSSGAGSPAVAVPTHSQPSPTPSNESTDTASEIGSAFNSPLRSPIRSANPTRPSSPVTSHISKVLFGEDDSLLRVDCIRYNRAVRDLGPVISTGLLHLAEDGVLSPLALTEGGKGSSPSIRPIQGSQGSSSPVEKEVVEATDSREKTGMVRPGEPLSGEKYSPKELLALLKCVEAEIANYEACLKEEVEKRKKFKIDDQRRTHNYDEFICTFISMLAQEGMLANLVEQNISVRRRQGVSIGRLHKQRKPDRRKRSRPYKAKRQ
* = called active by the depositor; x = not tested or not shown; & = joins results of further samples.

HePTP inhibitor,BAP1 inh,molecule
-10.1,119.9,NC(=O)c1ccccc1OCC(=O)NS(=O)(=O)c1ccccc1
4.5&6.7,104.5,CN(CP(=O)(O)CCc1ccccc1)S(C)(=O)=O
-13.8,x,CC(C)(C#CCN1CCOCC1)OCCC#N
5.7,104.9,Brc1cccc(-c2nnc3sc(CN4CCCCC4)cn23)c1
3.0,x,O=C(Cc1ccc(Cl)cc1)Nc1nccs1
7.7,x,CCCCC(C(=O)NCCC(C)C)N(CCCN1CCOCC1)C(=O)c1snc(C(N)=O)c1N (stereo not drawn)
2.6,x,COc1ccc(S(=O)(=O)NCCSc2ccccc2)cc1OC
-10.0,x,CCCc1[nH]n(-c2ccc([N+](=O)[O-])cc2)c(=O)c1C=NC1CC(C)(C)NC(C)(C)C1
3.4,59.5,C(=N\n1cncn1)/c1ccc(N2CCOCC2)cc1
1.6,x,COc1ccc(-c2cn(/N=C/c3ccc(Cl)cc3Cl)c(N)n2)cc1
-2.4,x,O=C1N/C(=N\Nc2ccccc2)S/C1=C\c1cccc(Br)c1
-10.4,x,O=C(CSc1nnc(COc2ccc(F)cc2)o1)N1c2ccccc2CCc2ccccc21
6.6,x,Cc1cc(C(=O)N2CCN(Cc3ccccc3)CC2)ccc1[N+](=O)[O-]
-2.4,x,CCC(=O)N1N=C(c2ccccc2)CC1c1ccc([N+](=O)[O-])cc1 (stereo not drawn)
6.0,x,CCOc1ccc(NC(=O)c2ccc(Cl)c([N+](=O)[O-])c2)cc1
-1.6,x,COC(=O)C1=CN(Cc2cccs2)C=C(C(=O)OC)C1c1cccs1
x,99.6,CC1c2[nH]c3ccccc3c2CCN1C(=O)Nc1ccccc1 (stereo not drawn)
-2.7&2.7,74.3,O=C(O)CCSc1nc2ccccc2c(=O)[nH]1
x,59.9,COc1ccc(-c2cc(C(F)(F)F)n3nc(C(=O)N4CCCCCC4)c(Cl)c3n2)cc1OC
1.2,109.0,CCn1c(CNC(=O)C(C)(C)C)nc2ccccc21

Whole records from above.
`COc1ccc(-c2cc(C(F)(F)F)n3nc(C(=O)N4CCCCCC4)c(Cl)c3n2)cc1OC` is entered as HePTP inhibitor: x; BAP1 inh: 59.9
`CC1c2[nH]c3ccccc3c2CCN1C(=O)Nc1ccccc1` (stereo not drawn) is entered as HePTP inhibitor: x; BAP1 inh: 99.6

The listing continues.
HePTP inhibitor,BAP1 inh,molecule
5.0,x,Cc1cc(N2CCN(C3=NCC(C)(C)S3)CC2)n2c(nc3ccccc32)c1C#N
6.1,108.9,c1coc(-c2nc(-c3ccncc3)no2)c1
-1.7,x,CCOc1ccccc1N1CCN(C(=O)c2ccc([N+](=O)[O-])cc2Cl)CC1
4.3,92.4,CC(C)CCNC(=O)C(c1ccco1)N(Cc1cccs1)C(=O)Cn1nnc2ccccc21 (stereo not drawn)
-5.5,x,CC(C)CC(C(=O)Nc1sc2c(c1C(N)=O)CCC(C)C2)N1C(=O)c2ccccc2C1=O (stereo not drawn)
x,67.5,CCCOC(=O)C1=C(C)NC2=C(C(=O)CC(C)(C)C2)C1c1ccc(OC)cc1OC (stereo not drawn)
7.9,87.1,COc1ccccc1OCc1ccc(C(=O)NCCN(C)C)o1
-7.2,98.6,COc1ccc(NC(C)=O)cc1NC(=O)CN1CCN(c2ccccn2)CC1
-5.2,x,COC(=O)c1ccc(-n2ncnc2-c2ccc(Br)cc2)cc1
9.0,67.3,O=C(CCS(=O)(=O)Cc1ccccc1)N1CCN(Cc2ccccc2)CC1
5.6,167.2,CC12CCC(C(=O)NCc3ccccn3)(OC1=O)C2(C)C (stereo not drawn)
9.0,x,COc1ccc(CN/C=C2\CCCCC2=O)cc1
3.0,x,O=c1nc(/C=C/c2ccc(N3CCOCC3)cc2)cc(C(F)(F)F)[nH]1
3.3,x,O=C(NC(=S)Nc1cccc(-c2nc3ccccc3o2)c1)c1ccco1
0.7,90.5,CCOC(=O)CSc1nnc(CNC(=O)c2ccc(S(=O)(=O)N3CCCCC3)cc2)n1C
-0.9,75.2,Cn1c(=O)[nH]c(=O)c2c1ncn2CCN1CCOCC1
5.6,x,N#C/C(=C\N1CCOCC1)c1ccccc1
1.2,88.2,Cc1ccc2oc(-c3ccco3)nc2c1
4.2,x,CC(C)NNC(=O)c1nc(-c2ccccc2)cc(-c2ccccc2)n1
-1.4,114.4,CC(=O)c1cccc(NC(=O)CC2SC(N3CCCCC3)=NC2=O)c1 (stereo not drawn)
7.6,x,COc1ccc(C(=O)Nc2ccc(N3CCCCC3)cc2)cc1[N+](=O)[O-]
9.2,142.1,Cn1c(=O)c2c(nc(N3CCOCC3)n2Cc2c(F)cccc2Cl)n(C)c1=O
5.4,72.0,CCCn1c(SCC(=O)Nc2sc(C)c(C)c2C(=O)OC)nc2c1c(=O)n(C)c(=O)n2C
14.3,x,Cc1cc2nc(-c3ccc(NC(=O)c4ccc5c(c4)OCCO5)cc3O)oc2cc1C
3.5,92.6,CCOC(=O)CSc1nc2ccccc2c(=O)[nH]1
0.7,x,O=C1CSC(=O)N1CNc1cccc2ccccc12
12.4,114.8,Nc1ccc2c(c1)ncn2CCCn1cnc2cc(N)ccc21
6.0,x,O=C(Nc1cccc(-c2nc3ccccc3[nH]2)c1)c1cccs1
-10.8,x,Cc1cc(C)nc(/N=C(/N)Nc2ccccc2O)n1
2.1,x,COc1ccc(NC(=O)/C=C/c2ccco2)cc1OC
2.0,52.9,Cc1cnc(NC(=O)CCCSc2nc3ccccc3s2)s1
7.1,104.9,O=C1CCCN1CCCNc1ncnc2c1[nH]c1ccccc12
-12.7,x,Cc1ccc(-c2csc(N)c2C(=O)OC(C)C)cc1
3.1,x,O=C1CCCc2nn(-c3ccccc3)nc21
0.6,x,CCOC(=O)C1CCN(C(=O)c2oc3ccc(S(=O)(=O)N4CC(C)CC(C)C4)cc3c2C)CC1 (stereo not drawn)
x,67.3,Cc1cc(NC(=O)c2cccc(S(=O)(=O)Nc3cc(C)on3)c2)no1
6.5,x,CCOC(=O)c1c(-c2ccccc2)csc1NC(=O)c1sc2ccccc2c1Cl
-9.1,96.8,CCn1c(SCC(=O)c2ccc(F)cc2)nnc1-c1ccoc1C
x,199.3,CCOc1cccc2cc(C(N)=O)c(=N)oc12
4.8,110.0,O=C(Nc1ccon1)c1cc2c(s1)CCCCCC2

29 successive compounds out of the list so far, quoted:
HePTP inhibitor,BAP1 inh,molecule
-5.2,x,COC(=O)c1ccc(-n2ncnc2-c2ccc(Br)cc2)cc1
9.0,67.3,O=C(CCS(=O)(=O)Cc1ccccc1)N1CCN(Cc2ccccc2)CC1
5.6,167.2,CC12CCC(C(=O)NCc3ccccn3)(OC1=O)C2(C)C (stereo not drawn)
9.0,x,COc1ccc(CN/C=C2\CCCCC2=O)cc1
3.0,x,O=c1nc(/C=C/c2ccc(N3CCOCC3)cc2)cc(C(F)(F)F)[nH]1
3.3,x,O=C(NC(=S)Nc1cccc(-c2nc3ccccc3o2)c1)c1ccco1
0.7,90.5,CCOC(=O)CSc1nnc(CNC(=O)c2ccc(S(=O)(=O)N3CCCCC3)cc2)n1C
-0.9,75.2,Cn1c(=O)[nH]c(=O)c2c1ncn2CCN1CCOCC1
5.6,x,N#C/C(=C\N1CCOCC1)c1ccccc1
1.2,88.2,Cc1ccc2oc(-c3ccco3)nc2c1
4.2,x,CC(C)NNC(=O)c1nc(-c2ccccc2)cc(-c2ccccc2)n1
-1.4,114.4,CC(=O)c1cccc(NC(=O)CC2SC(N3CCCCC3)=NC2=O)c1 (stereo not drawn)
7.6,x,COc1ccc(C(=O)Nc2ccc(N3CCCCC3)cc2)cc1[N+](=O)[O-]
9.2,142.1,Cn1c(=O)c2c(nc(N3CCOCC3)n2Cc2c(F)cccc2Cl)n(C)c1=O
5.4,72.0,CCCn1c(SCC(=O)Nc2sc(C)c(C)c2C(=O)OC)nc2c1c(=O)n(C)c(=O)n2C
14.3,x,Cc1cc2nc(-c3ccc(NC(=O)c4ccc5c(c4)OCCO5)cc3O)oc2cc1C
3.5,92.6,CCOC(=O)CSc1nc2ccccc2c(=O)[nH]1
0.7,x,O=C1CSC(=O)N1CNc1cccc2ccccc12
12.4,114.8,Nc1ccc2c(c1)ncn2CCCn1cnc2cc(N)ccc21
6.0,x,O=C(Nc1cccc(-c2nc3ccccc3[nH]2)c1)c1cccs1
-10.8,x,Cc1cc(C)nc(/N=C(/N)Nc2ccccc2O)n1
2.1,x,COc1ccc(NC(=O)/C=C/c2ccco2)cc1OC
2.0,52.9,Cc1cnc(NC(=O)CCCSc2nc3ccccc3s2)s1
7.1,104.9,O=C1CCCN1CCCNc1ncnc2c1[nH]c1ccccc12
-12.7,x,Cc1ccc(-c2csc(N)c2C(=O)OC(C)C)cc1
3.1,x,O=C1CCCc2nn(-c3ccccc3)nc21
0.6,x,CCOC(=O)C1CCN(C(=O)c2oc3ccc(S(=O)(=O)N4CC(C)CC(C)C4)cc3c2C)CC1 (stereo not drawn)
x,67.3,Cc1cc(NC(=O)c2cccc(S(=O)(=O)Nc3cc(C)on3)c2)no1
6.5,x,CCOC(=O)c1c(-c2ccccc2)csc1NC(=O)c1sc2ccccc2c1Cl

Following part:
HePTP inhibitor,BAP1 inh,molecule
x,67.7,CC1=CC(C)(C)N(C(=O)CN2C(=O)c3ccccc3C2=O)c2ccc(C)cc21
13.1,x,CC1=NN(c2ccc(S(N)(=O)=O)cc2)C(=O)/C1=C\c1ccc(-c2ccc(Cl)c([N+](=O)[O-])c2)o1
-9.8,76.8,Cc1ccc(S(=O)(=O)N2CCN(Cc3ccccc3C(F)(F)F)CC2)cc1
9.2,x,CCCC(=O)NC(c1ccc(OC)c(OC)c1)c1c(OC(=O)COc2ccccc2)ccc2ccccc12 (stereo not drawn)
x,50.1,Cc1cc(C)nc(NS(=O)(=O)c2ccc(NC(=O)c3cc([N+](=O)[O-])ccc3Cl)cc2)n1
6.4,x,O=C(Nc1ccc(Oc2ccc(NC(=O)c3ccco3)cc2)cc1)c1ccco1
7.0,98.0,O=C(NC1CCCC1)C(c1ccsc1)N(Cc1ccco1)C(=O)Cc1cccs1 (stereo not drawn)
1.3,x,O=C(Nc1ncc(C(F)(F)F)cc1Cl)C1COc2ccccc2O1 (stereo not drawn)
-0.2&6.2,86.5,O=C(c1ccccc1)c1ccc(C(=O)N2CCN(c3ccc(F)cc3)CC2)o1
3.3,99.4,Cn1c(SCCN2CCCCC2)nnc1-c1ccccc1Br
-6.6,93.6,Cc1nc2ccc(N)cc2s1
1.9,94.7,CC1(C)CC2(CCO1)OC(=O)CC2C(=O)NCCc1ccccc1 (stereo not drawn)
4.7,x,Cc1sc(NC(=O)/C=C/c2ccccc2)c(C(=O)OC(C)C)c1C
-1.9,x,COc1cccc(C(=O)/C=C/c2ccc3c(c2)OCO3)c1
x,76.5,COc1ccc(NC2=NCCCCC2)cc1
-3.9,x,O=C(/C=C/c1ccco1)N1CCN(C/C=C/c2ccccc2)CC1
-2.7,x,N#Cc1cc2[nH]c3ccccc3c2n(-c2ccc([N+](=O)[O-])cc2)c1=O
-3.1,x,COc1cc(/C=C2\SC(N3CCC(C)CC3)=NC2=O)ccc1O
x,101.0,N[C@@H](Cc1c[nH]c2ccccc12)C(=O)O
9.4,x,O=C(O)c1ccc(NC(=O)c2ccccc2F)c(NC(=O)c2ccccc2F)c1
6.5,90.9,CCCCN(CCCC)Cc1ccc(N)cc1
-1.1,94.1,COc1ccc(N(CC(=O)Nc2cc(OC)ccc2OC)S(=O)(=O)c2c(C)nn(C)c2C)cc1
2.8,x,CCOc1ccc(C2/C(=C(\O)c3ccccc3)C(=O)C(=O)N2CCCCCC(=O)O)cc1 (stereo not drawn)
4.0,x,Cc1ccc(Sc2ccc(/C=c3\sc4nc5ccccc5n4c3=O)o2)cc1
-1.9,62.9,O=C(O)Cn1c2c(c3ccccc31)CCCC2
x,109.8,O=C1c2cccc3cccc(c23)C(=O)N1CCN1CCN(C(=O)C23CC4CC(CC(C4)C2)C3)CC1
-1.0,x,CC(C)COc1ccc(C(=O)Nc2cc(Cl)ccc2Cl)cc1
3.2,98.7,COc1cccc(CNC(=O)CCn2c(=O)oc3ccccc32)c1
-4.1,92.8,O=C(NC1CCCCC1)N1CCCc2ccccc21
-12.3,212.0,COc1cc(C2C(C(=O)OCc3ccccc3)=C(C)NC3=C2C(=O)CCC3)cc(Br)c1O (stereo not drawn)
9.1,110.5,CC(C)COc1ccc(-c2nnc(-c3ccncc3)o2)cc1
30.3,x,Cc1ccc(C)n1-c1ccc(Br)cc1C(=O)O
55.6*,x,CC(C)CC(=O)NC(NC(=O)CC(C)C)c1cccc([N+](=O)[O-])c1
3.2,x,CC1=C(C(=O)OC2CCC(C)CC2)C(c2ccccc2)NC(=O)N1 (stereo not drawn)
0.8,87.7,Cc1ccccc1CSCC(=O)NC(=O)NCc1ccco1
8.1,x,Cc1cc(NC(=O)CSc2nccn2-c2ccc(F)cc2)no1
12.8,102.9,COc1ccc(-n2nnnc2SCC(=O)NCc2ccco2)cc1OC
3.5,58.0,O=C(COc1ccccc1)Nc1nnc(-c2ccc(Cl)s2)o1
-4.7,x,O=C(Nc1ccccc1)NC(NC(=O)c1ccccc1)C(Cl)Cl (stereo not drawn)
10.8,x,C=CCn1c(-c2ccccc2C)n[nH]c1=S
-17.5,x,COc1cc(N(C)C)c([N+](=O)[O-])cc1C(=O)N1CC(C)NC(C)C1 (stereo not drawn)
x,96.0,Clc1ccc2noc(-c3ccccc3)c2c1
-5.8,97.1,O=C1NC(Nc2nccs2)(C(F)(F)F)C(=O)N1CCc1ccccc1 (stereo not drawn)
4.6,72.8,Cc1cccc2cc(CN(CCCO)C(=O)Nc3ccccc3Cl)c(=O)[nH]c12
x,63.2,Cc1ccc(CSc2ncn[nH]2)cc1
x,103.3,COc1ccc(-n2c(C)nc3cc(C(=O)N4CCOCC4)ccc32)cc1
1.8,x,CCC(C(=O)Nc1cc(Cl)ccc1OC)c1ccccc1 (stereo not drawn)
-3.8,124.9,COc1cc(CC(=O)Nc2ccc(S(=O)(=O)N(C)C)cc2)cc(OC)c1OC
